Screening data deposited in PubChem BioAssay by Broad Institute.
EWS-Fli inh – EWS/Fli transcriptional activity inhibition; A673 NR0B1-luciferase reporter, viability-normalised; inhibition, % at 12.6 µM; 350,000 tested, 0.67% active;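 active means mean inhibition of at least 50% after viability correction, with every replicate also passing that limit; inconclusive means mean reaches 50% but only one of two replicates passes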;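 further: firefly luciferase signal divided by Alamar Blue viability fluorescence both relative to DMSO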
PAX8 reporter – inhibitors of PAX8 transcriptional activity in RMG-I cells | RMG-I TPO-luciferase reporter, SteadyGlo, 24 h | inhibition, % at 12.6 µM | 360,000 tested, 1.2% active;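 active means mean replicate inhibition at least 60% with every replicate also reaching 60%; inconclusive means only one of the two criteria is met; inactive means mean below 60% and not all replicates reaching 60%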;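 further: luciferase light reporting Pax8 driven TPO promoter activity; plate controls were median of neutral control wells for no effect and mitoxantrone controls for full effect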
LGR2 antag – Drosophila LGR2 receptor signaling inhibition | HEK293 LGR2, CRE-luciferase, bursicon-stimulated, 4 h | inhibition, % at 9.99 µM | 380,000 tested, 0.35% active | AID 720647;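 active means drop in luminescence signal, shown as inhibition above about 50% in the replicate tests, limit read from the data, passing the limit was not always enough; inconclusive means probably only some replicates passing the limit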;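 further: agonist challenge used bursicon conditioned medium at about half maximal strength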
DENV2 CPE rescue – DENV2-induced cell death inhibition; DENV2-infected cells, cytopathic effect rescue, plate reader; CPE inhibition, % at 9.99 µM; 350,000 tested, 1.7% active; in the data active means CPE inhibition above about 20%, passing the limit was not always enough; inconclusive means no clear call, values can overlap the other calls; tested in BHK-21 cells;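 further: 0% = median of neutral control wells and 100% = median of positive control wells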
ARNT-TACC3 inh – ARNT/TACC3 interaction disruption. AlphaScreen His-ARNT PAS-B/GST-TACC3 binding, luminescence; TACC3 fragment carries E629A point mutation. inhibition, % at 9.99 µM. 390,000 tested, 0.66% active;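 active means mean inhibition of replicates at least 50% and at least half of replicates each reaching 50%; inconclusive means half or more replicates reach 50% but mean below 50%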;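 further: 0% = complete ARNT plus TACC3 wells and 100% = ARNT alone without TACC3; many hits fall short of the cut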
SIRT5 inh – sirtuin-5 (human) deacylase inhibition. Purified SirT5, succinyl-peptide AMC, trypsin-coupled fluorescence. Q9NXA8. 330,000 tested, 1.1% active. inhibition, % at 15 µM; in the data active means inhibition above about 15%; inconclusive means no clear call, values can overlap the other calls
Target sequence (Q9NXA8 whole entry, looked up): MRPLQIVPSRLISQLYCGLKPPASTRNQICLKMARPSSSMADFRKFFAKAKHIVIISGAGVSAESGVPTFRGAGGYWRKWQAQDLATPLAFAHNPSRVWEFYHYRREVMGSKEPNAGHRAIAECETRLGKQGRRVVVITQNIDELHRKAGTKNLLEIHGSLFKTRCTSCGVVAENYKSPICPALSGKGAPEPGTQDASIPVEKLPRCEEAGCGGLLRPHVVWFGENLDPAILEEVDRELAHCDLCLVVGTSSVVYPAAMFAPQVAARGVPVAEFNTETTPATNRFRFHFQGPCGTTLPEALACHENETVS
Casp6 inh – inhibitors of human caspase-6; 350,000 tested, 0.53% active; AID 686996; purified caspase-6, Z-VEID-R110 cleavage fluorescence; inhibition, % at 12.5 µM;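 active means mean inhibition across replicates at least about 35%, with every replicate also reaching that limit, limit read from the data; inconclusive means only one of the two criteria met; inactive means neither criterion met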;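 further: 0% = median of neutral control wells and 100% = no fluorescence left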
Target sequence (P55212 24-179 limits assumed): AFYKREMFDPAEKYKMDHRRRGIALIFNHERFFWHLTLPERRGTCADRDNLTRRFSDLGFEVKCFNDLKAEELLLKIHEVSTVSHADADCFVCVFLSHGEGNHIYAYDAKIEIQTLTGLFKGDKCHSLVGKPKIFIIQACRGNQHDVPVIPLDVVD
Target sequence (P55212 194-293 limits assumed): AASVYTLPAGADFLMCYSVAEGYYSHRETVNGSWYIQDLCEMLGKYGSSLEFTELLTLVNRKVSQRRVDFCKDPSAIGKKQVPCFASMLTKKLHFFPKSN
* hit, by the source's call; ? = inconclusive; nt = no result given; & = joins results of further samples. Compounds as they come. Share with any hit: about 4.9%.

SMILES	ARNT-TACC3 inh	Casp6 inh	DENV2 CPE rescue	LGR2 antag	PAX8 reporter	SIRT5 inh	EWS-Fli inh
CCOc1cc(/C=N/NC(=O)c2cc3c(ccc4ccccc43)o2)ccc1O	0	-2	5	-13	-19	-2	-14
CCOC(=O)CSc1n[nH]c(NS(=O)(=O)c2ccccc2C(F)(F)F)n1	-3	-5	8	-17	-7	-4	7
O=C(CCN1C(=O)C2C3C=CC(C3)C2C1=O)Nc1ccccc1 (configuration not stated)	nt	2	3	-14	-6	0	1
Cc1ccccc1OCCC(=O)OCC(=O)Nc1ccc(C(N)=O)cc1	0	1	-4	1	-14	-2	0
O=C(CCNC(=O)c1ccc([N+](=O)[O-])cc1)Nc1ccccc1N1CCCC1	-3	-3	-5	12	13	-1	nt
COCCCn1c(=O)c2sccc2n2c(CCCC(=O)NCc3ccc(F)cc3)nnc12	0	-5	-1	nt	-51	-6	1
Cc1ccc(S(=O)(=O)NCCN2CCOCC2)c(C)c1C	-24	0	6	10	10	2	-5
COC(=O)CSC1=C(C#N)C(c2cccc(OC)c2)CC(=O)N1 (configuration not stated)	-1	-2	0	18	8	3	0
COc1ccc(S(=O)(=O)Nc2ccc3c(c2)C(=O)N([C@H](C)CO)C[C@H](C)[C@@H](CN(C)C(=O)Nc2ccc(C(F)(F)F)cc2)O3)cc1	4&3	2&-2	1&14	-1&12	9	7&4	-5&-4
C[C@@H]1CN([C@H](C)CO)C(=O)c2cccc(NS(=O)(=O)c3ccccc3)c2O[C@@H]1CN(C)Cc1ccc(C(=O)O)cc1	-3	2	-6	11	14	-5	-5
COc1ccc(N2CCN(C(=O)COC(=O)/C=C/c3ccc(C(F)(F)F)cc3)CC2)cc1	21	-1	-2	1	-4	7	-11
CCCCC(=O)Nc1ccc(Cl)cc1F	nt	15	0	-9	-22	-3	-17
CC=Cc1ccc2n(c1=O)C[C@@H]1[C@@H](CO)[C@H](C(=O)NCCOC)[C@H]2N1Cc1nccs1 (mixture of isomers)	-1	3	7	0	-8	-33	5
COc1ccc(S(=O)(=O)Nc2ccc3c(c2)CC(=O)N([C@H](C)CO)C[C@H](C)[C@@H](CN(C)Cc2ccc(C(F)(F)F)cc2)O3)cc1	4	3	-9	nt	113*	26*	19
COc1ccc(OC)c(NC(=O)C2CCC(CNc3c(N4CCOCC4)c(=O)c3=O)CC2)c1 (configuration not stated)	-10	2	3	-3	8	1	0
O=C(C[C@@H]1CC[C@@H]2[C@H](COC[C@@H](O)CN2C(=O)C2CC2)O1)NCc1ccncc1	-7	-1	4	-3	-5	-1	7
COc1cccc(-c2nn(C)c3sc(C(=O)N4CCOCC4)cc23)c1	-4	4	9	3	-2	1	5
COc1ccc(CNC(=O)C[C@@H]2C[C@H]3c4cc(N(C)C)ccc4O[C@H]3[C@@H](CO)O2)cc1	0	3	1	-2	nt	1	0
C[C@H]1CN([C@@H](C)CO)C(=O)c2cc(C#Cc3ccccn3)cnc2O[C@H]1CN(C)Cc1cccnc1	-4	-3	1	9	nt	1	-4
O=C(C[C@@H]1CC[C@@H]2[C@H](COC[C@@H](O)CN2C(=O)Nc2ccc(Cl)cc2)O1)NC1Cc2ccccc2C1	-10	1	5	-11	nt	4	nt
Cc1ccc(S(=O)(=O)N2CCN(C(=O)COC(=O)CNC(=O)c3ccccc3)CC2)c(C)c1	1	4	6	3	5	-1	-3
CCCn1nnnc1NCc1c(Cl)cccc1Cl	0	-3	1	nt	3	-23	5
C[C@@H](NC(=O)C[C@H]1C[C@@H]2c3cc(NC(=O)CN(C)C)ccc3O[C@@H]2[C@H](CO)O1)c1ccccc1	-10	-2	0	11	-20	0	0
COc1ccc2c3c([nH]c2c1)[C@@H](CO)N(S(C)(=O)=O)CC31CCN(Cc2cccc(F)c2)CC1	nt	nt	-31	13	nt	nt	20
CC(=O)c1ccc(NC(=O)c2ccc(-n3cnnn3)cc2)cc1	2	1	3	-11	-11	3	-5
CCCNC(=O)C1(C)CCCN(CCOc2ccccc2)C1 (configuration not stated)	nt	1	-4	15	-5	nt	-94
Cc1nc(C(F)(F)F)c(C(=O)N/N=C(\N)c2ccccn2)s1	62*	-1	-1	nt	-43	3	33
COc1ccnc(N=CNOCc2cccc(C(F)(F)F)c2)c1C#N	-26	-2	-7	-33	-19	10	-41
Cc1ccc(N=c2sc(C)c(C)n2C)cc1	-22	nt	nt	-79	-107	nt	nt
COc1ccccc1NC(=O)C1CCN(S(C)(=O)=O)CC1	-6	-1	0	4	-45	1	3
Cc1cccc(C(=O)Nc2cc(=O)n(C)c(=O)n2C)c1	10	0	1	-17	5	0	-4
COc1cccc(-c2ccc3c(c2)O[C@@H](CN(C)C(=O)c2ccccc2F)[C@@H](C)CN([C@@H](C)CO)S3(=O)=O)c1	6	-2	5	-6	10	8	30
O=C(CN1C(=O)NC2(CCCCCCC2)C1=O)Nc1ccc(Cl)cc1	-6	1	2	11	-3	0	5
O=C(NCCc1ccc(F)cc1)c1ccncc1	-8	-2	8	0	-30	0	-7
COc1cc(/C=C2\SC(N)=NC2=O)ccc1O	3	-1	-1	?	13	0	32
O=S(=O)(NCCCCCNS(=O)(=O)c1c(F)cccc1F)c1ccc2c(c1)OCCO2	-1	-1	-4	-6	-25	nt	17
O=C(NN=C(c1ccccc1)c1ccccc1)C(CCl)C1CCCCC1 (configuration not stated)	-4	-4	-2	0	-3	nt	-8
C[C@H](CO)N1C[C@H](C)[C@@H](CN(C)C(=O)C2CCC2)Oc2cc(-c3cncnc3)ccc2S1(=O)=O	12	1	29*	-9	nt	5	0
O=C(Nc1ccc(CN2CCOCC2)cc1)c1ccc(-c2ccc(Br)cc2)o1	11	2	?	-1	nt	4	-1
O=C(N/N=C/C(Cl)=C\c1ccccc1)c1cccs1	-2	2	-7	-80	-184	nt	-96
CCC(C(=O)NC1CCCC1)N(C(=O)Cn1nnc(-c2ccc(C)o2)n1)c1ccc(OC)cc1 (configuration not stated)	3	0	1	-15	16	1	3
CCN1CCN(S(=O)(=O)c2ccc(S(=O)(=O)NCC3CCCO3)cc2)CC1 (configuration not stated)	18	0	8	7	nt	0	-5
CCN1CCN(CC(=O)Nc2ccc3c(c2)OCO3)C(=O)C1=O	nt	0	-3	15	-1	-8	-3
O=C(O)C[C@H]1C[C@H]2c3cc(NC(=O)NC4CCCCC4)ccc3O[C@H]2[C@H](CO)O1	-2	2	-3	17	-13	0	-1
COc1ccc(CCNC(=O)COC(=O)c2cncc(Br)c2)cc1OC	3	0	-8	8	-2	0	-4
CC1(/[N+]([O-])=C/c2ccccc2F)CCCCC1=O (configuration not stated)	3	1	4	6	-18	-4	-9
CC1CCCC(NC(=O)c2ccc3c(c2)N(Cc2ccccc2)C(=O)CS3=O)C1C (configuration not stated)	4	-1	-3	8	8	-2	3
O=C(Nc1ccccc1C(=O)Nc1ccccn1)c1ccccc1F	9	0	-5	-2	-3	nt	-1
CCN(CC(=O)Nc1ccc(N2CCOCC2)cc1)CC(=O)NC(C)(C)C	-3	nt	nt	8	9	nt	nt
COc1ccc(/C=C/c2cc(O)cc(O[C@@H]3O[C@H](CO)[C@@H](O)[C@H](O)[C@H]3O)c2)cc1O	nt	2	-6	12	-172	3	8

(next part)
SMILES	ARNT-TACC3 inh	Casp6 inh	DENV2 CPE rescue	LGR2 antag	PAX8 reporter	SIRT5 inh	EWS-Fli inh
O=C(NCC1CCCCC1)c1ccc(Cl)nc1	1	3	-3	-25	-25	nt	-6
C[C@@H]1CN([C@H](C)CO)C(=O)Cc2cc(NC(=O)C3CC3)ccc2O[C@H]1CN(C)C(=O)Nc1ccccc1	4	3	105*	4	5	-2	0
C[C@@H]1CC[C@]2(C(=O)O[C@@H]3O[C@H](CO)[C@@H](O)[C@H](O)[C@H]3O)CC[C@]3(C)C(=CCC4[C@@]5(C)CC[C@H](O[C@@H]6OC[C@H](O)[C@H](O[C@@H]7O[C@H](CO)[C@@H](O)[C@H](O)[C@H]7O)[C@H]6O)C(C)(C)C5CC[C@]43C)C2[C@]1(C)O (some centres not stated)	-4	13	12	-1	-21	-4	-1
CCCNC(=O)C[C@H]1CC[C@H]2[C@@H](COc3ccc(NC(=O)Cc4cccs4)cc3C(=O)N2C)O1	-3	nt	2	2	1	nt	-6
O=C(Nc1cc(F)ccc1F)N[C@H]1CC[C@@H](CCn2cc(C3CC3)nn2)O[C@@H]1CO	0	2	-1	-7	-4	-1	2
O=C(Cn1c(=O)oc2cc(S(=O)(=O)N3CCCCC3)ccc21)N1CCCCC1	-15	-4	7	16	12	-3	-5
N#Cc1ccc(OCC(=O)N2CCc3ccccc32)cc1	10	1	?	-68	-89	-5	-63
O=C(CN1CCOCC1)Nc1c(-c2ccccc2)c2cc(Br)ccc2[nH]c1=O	-6	2	nt	-3	nt	3	nt
CCCC(=O)N1CCC1(C)C(=O)NS(=O)(=O)c1cccs1 (configuration not stated)	nt	0	-4	6	-9	5	-2
Nc1ccc2ncccc2c1	16	9	-3	-21	nt	1	-8
CN(C)S(=O)(=O)c1ccc(S(=O)(=O)N2CCN(CCC#N)CC2)cc1	19	-1	13	5	2	nt	5
Cc1c(C(=O)NCCCN2CCOCC2)oc2ccc(S(=O)(=O)N3CCOCC3)cc12	-2	-7	-1	nt	-2	-2	3
CSc1ccc(S(=O)(=O)NCC(=O)OC(C)C(=O)NCc2ccccc2)cc1[N+](=O)[O-] (configuration not stated)	-21	1	-4	-13	-10	-1	3
COc1ccc2c(c1)[C@H]1[C@H](CO2)[C@H](c2ccccc2)[C@]2(C)C(=O)Nc3ccc(F)cc3C(=O)N12	nt	6	?	3	13	-1	21
COc1ccccc1NS(=O)(=O)c1cc(NC(=O)CCNC(C)=O)ccc1N1CCCCC1	6	3	-3	13	10	6	-1
Cc1cc(C)n(/N=C/c2cc([N+](=O)[O-])ccc2O)c(=O)c1	5	-3	5	9	5	-3	4
C[C@H]1CN([C@@H](C)CO)S(=O)(=O)c2ccc(-c3ccncc3)cc2O[C@@H]1CN(C)C	-2	1	-2	12	nt	5	-16
C[C@H]1CN([C@@H](C)CO)S(=O)(=O)c2ccc(C#CC3CC3)cc2O[C@H]1CN(C)Cc1ccc(F)cc1	14	1	-6	3	nt	13	-10
CCCC(=O)Nc1ccc2c(c1)C(=O)N(C)C[C@@H](OC)[C@@H](C)CN(C(=O)c1cnccn1)[C@H](C)CO2	-4	3	2	2	nt	-8	-3
O=C1C(=O)N(CCO)C(c2ccccc2)/C1=C(\O)c1ccccc1 (configuration not stated)	-3	-4	-2	-27	-20	nt	-4
COc1ccc(CN(C)CC(=O)Nc2ccc(SC(F)F)cc2)cc1OC	0	2	10	11	15	-3	1
Cc1ccc(N2CCN(C(=S)c3ccc(-c4ccccc4[N+](=O)[O-])o3)CC2)cc1	2	-2	5	2	15	-3	4
COc1cc(OC)cc(C(=O)N[C@H](C(=O)OCn2nnc3ccccc3c2=O)C(C)C)c1	5	7	7	2	2	-1	3
CCCc1cc(C(=O)N2CCCC(C(=O)c3cccc4ccccc34)C2)n(C)n1 (configuration not stated)	1	1	-1	9	30	3	1
CN(CC(=O)Nc1ccccc1C(F)(F)F)C(=O)CSCc1ccccc1	-7	1	?	9	5	1	-6
CCOc1ccc(OCc2ccc(C(=O)N3CCc4ccccc4C3)o2)cc1	-6	2	-1	-65	nt	-2	-55
CCCN(CC(=O)Nc1ccc(Cl)cc1Cl)C(=O)/C=C/c1ccco1	-18	3	4	-41	-10	-2	-25
CC(=O)c1cc2c(cc1NC(=O)C1CN(C(C)=O)c3ccccc3O1)OCO2 (configuration not stated)	-6	2	4	-9	nt	-2	-5
COc1ccc(NC(=O)CN(C)C(=O)Cc2c[nH]c3ccccc23)cc1	nt	-3	2	9	12	9	8
